Bioassay records from PubChem BioAssay.
HCV inh: inhibitors of hepatitis C virus infection | AID 651820 | Potency, µM (highest dose often 41.8 µM), for the others: at the top dose activity change, negative = inhibition, hits mostly inhibitors | 340,000 compounds, 3.4% hits | Huh7.5.1 HCVcc-Cre infection, luciferase reporter, 44 h; note: potency is the fitted concentration of half-maximal effect
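Infectious HCV cell culture screen: compound-treated cells (1,000/well, pre-plated 4 h) are infected with HCVcc-Cre at roughly 0.5 moi and grown 44 h. Infection is quantified by luciferase signal after 15 min substrate incubation at room temperature.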
Giardia FBPA inh: inhibitors of Giardia lamblia fructose-1,6-bisphosphate aldolase. A8B2U2. purified Giardia FBPA. Potency, µM (highest dose often 59.6 µM), inactives show at the highest dose activity, negative = inhibition, usual class: inhibitors. 290,000 compounds, 0.71% hits; note: potency is the fitted concentration of half-maximal effect; nearly all actives have a fitted effect of over 55% in size
Target sequence (A8B2U2 whole entry, looked up): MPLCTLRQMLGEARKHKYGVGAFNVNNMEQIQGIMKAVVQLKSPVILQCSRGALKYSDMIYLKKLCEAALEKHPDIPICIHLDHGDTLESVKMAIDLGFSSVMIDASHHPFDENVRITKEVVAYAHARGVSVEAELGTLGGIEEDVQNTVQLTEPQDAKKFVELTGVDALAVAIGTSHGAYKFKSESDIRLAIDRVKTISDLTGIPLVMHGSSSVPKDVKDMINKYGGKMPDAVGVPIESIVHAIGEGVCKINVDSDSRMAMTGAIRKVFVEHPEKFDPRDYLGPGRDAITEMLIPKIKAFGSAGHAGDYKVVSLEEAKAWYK
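40 nM FBPA preincubated 10 min at RT with compound (up to 57.5 uM final), then substrate plus GAPDH/TPI/NAD/arsenate coupling and diaphorase/resazurin added. Fluorescence read after 20 min at RT, 525/598 nm.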
Sm TGR block: S. mansoni TGR enzyme inhibition | purified TGR, DTNB reduction, TNB absorbance 405 nm | Potency, µM (series often up to 114 µM), without a hit: top-dose activity change, negative = inhibition, most hits filed as inhibitors | 360,000 compounds, 3% hits | AID 485364; note: potency is the fitted concentration of half-maximal effect; nearly all actives have a fitted effect of over 60% in size
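Kinetic colorimetric format: TGR-catalysed, NADPH-driven DTNB reduction monitored via TNB absorbance. Enzyme dispensed at 20 nM; compound exposure 15 min at room temperature before reaction start.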
HCMV inh: human cytomegalovirus inhibition; 410,000 compounds, 4.5% hits; HFF cells, HCMV-luciferase reporter, 72 h; active compounds read low; activity change, negative = inhibition, % at 57.5 µM; in the data active = activity change below about -60%; inconclusive = no clear call, values can overlap the other calls; inactive = above about -39%
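Luciferase read-out from HCMV-luciferase-infected HFFs (MOI 1 PFU/cell) 72 h post infection at 37C; compounds added after 16 h cell attachment; activity normalized between buffer-only basal and Salinomycin (10uM) inhibitor controls.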
AmpC detergent: blocks E. coli AmpC beta-lactamase in detergent assay; P00811; AmpC hydrolysis of nitrocefin, absorbance 480 nm, 0.01% Triton; Potency, µM (doses to about 114 µM), for the others: top-dose activity change, negative = inhibition, hits mostly inhibitors; 370,000 compounds, 0.041% hits;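 note: potency is the fitted concentration of half-maximal effect; 0% = no-compound wells and -100% = no-enzyme wells; nearly all actives have a fitted effect of over 25% in size; some results filed as inactive show a strong effect at the top dose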
Target sequence (P00811 whole entry, looked up): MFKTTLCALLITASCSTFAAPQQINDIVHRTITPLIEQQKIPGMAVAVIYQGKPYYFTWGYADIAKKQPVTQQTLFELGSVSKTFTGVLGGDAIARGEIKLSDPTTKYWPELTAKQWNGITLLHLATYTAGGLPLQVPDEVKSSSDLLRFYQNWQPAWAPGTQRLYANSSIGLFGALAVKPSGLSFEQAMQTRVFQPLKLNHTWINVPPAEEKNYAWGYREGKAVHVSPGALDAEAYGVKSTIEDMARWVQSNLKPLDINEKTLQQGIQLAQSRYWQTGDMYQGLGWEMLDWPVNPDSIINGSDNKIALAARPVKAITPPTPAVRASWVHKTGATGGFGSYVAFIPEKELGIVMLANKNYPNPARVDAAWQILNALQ
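20 mM phosphate pH 7.0 + 0.01% (detergent screen) or 0.0001% Triton X-100; 5.3 nM AmpC reagent; cpd preinc 15 min RT; nitrocefin (800 uM stock) to start; A480 q20 s × 4 min; Activity was normalised to no-enzyme and no-compound control wells.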
AMA1-RON2 inh: inhibitors of Plasmodium falciparum AMA1-RON2 interaction; 360,000 compounds, 0.2% hits; AID 720542; AlphaScreen AMA1-biotinylated RON2 peptide binding; Potency, µM (top dose mostly 58.2 µM), for the others: at the highest dose activity change, negative = inhibition, actives largely listed as inhibitors;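 note: potency is the fitted concentration of half-maximal effect; 0% = vehicle wells and -100% = peptide control; nearly all actives have a fitted effect of over 45% in size; some results filed as inactive show a strong effect at the top dose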
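AMA1 (3D7) with his tag at 25 nM final met compounds first, then biotinylated RON2 peptide at 25 nM; detection used donor plus acceptor beads, 10 µg/mL apiece, read by AlphaScreen after 30 min at room temperature.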
The depositor's hits bear a star; u = inconclusive; x = not tested or not shown; [ ] = remark or other dose. Unless noted, calls come from the whole dose curve; as a rule, active = well fitted curve in the direction sought with a large enough effect; inconclusive = small, poorly fitted or top-dose-only effect, or another doubt; inactive = no such curve, though single readings can be large; an effect the other way counts as inactive or inconclusive. Unless noted, % is set by controls: 0 for no effect and ±100 for the full control effect.

[1] Cc1cccc(NS(=O)(=O)c2ccc(C)c(C(=O)NCC(c3ccccc3)N(C)C)c2)c1 (stereo not given)
[2] Cc1oc(=O)cc(OCc2ccccc2)c1C
[3] O=C(Oc1ccccc1)c1cc2ccccc2o1
[4] O=C(CSc1nc(-c2cccs2)nc2cc(=O)[nH]n12)Nc1ccc(F)cc1
[5] O=C(c1cc([N+](=O)[O-])ccc1Cl)N1CCc2ccccc21
[6] O=c1[nH]c2ccsc2c(=O)n1CCO
[7] OCCOCCO
[8] Cc1c(C(=O)N/N=C/c2ccc(N(C)C)cc2)[nH]c2ccc(Cl)cc12

entry no. | 1 | 2 | 3 | 4 | 5 | 6 | 7 | 8
HCV inh | u | -17% | 0% | x | -8% | 12% | 39%[activator] | u
Giardia FBPA inh | x | x | 0% | x | 1% | 2% | x | 7%
Sm TGR block | u | x | 6% | 2% | 12% | -1% | 6% | 4%
HCMV inh | -101* | -27 | -21 | -15 | -9 | 68 | 22 | -76*
AmpC detergent | -15% | x | u | 2% | 3% | 6% | -15% | -15%
AMA1-RON2 inh | -7% | -2% | 31%[activator] | x | -11% | -1% | 1% | 12%

8 consecutive records already listed:
[1] Cc1cccc(NS(=O)(=O)c2ccc(C)c(C(=O)NCC(c3ccccc3)N(C)C)c2)c1 (stereo not given)
[2] Cc1oc(=O)cc(OCc2ccccc2)c1C
[3] O=C(Oc1ccccc1)c1cc2ccccc2o1
[4] O=C(CSc1nc(-c2cccs2)nc2cc(=O)[nH]n12)Nc1ccc(F)cc1
[5] O=C(c1cc([N+](=O)[O-])ccc1Cl)N1CCc2ccccc21
[6] O=c1[nH]c2ccsc2c(=O)n1CCO
[7] OCCOCCO
[8] Cc1c(C(=O)N/N=C/c2ccc(N(C)C)cc2)[nH]c2ccc(Cl)cc12

entry no. | 1 | 2 | 3 | 4 | 5 | 6 | 7 | 8
HCV inh | u | -17% | 0% | x | -8% | 12% | 39%[activator] | u
Giardia FBPA inh | x | x | 0% | x | 1% | 2% | x | 7%
Sm TGR block | u | x | 6% | 2% | 12% | -1% | 6% | 4%
HCMV inh | -101* | -27 | -21 | -15 | -9 | 68 | 22 | -76*
AmpC detergent | -15% | x | u | 2% | 3% | 6% | -15% | -15%
AMA1-RON2 inh | -7% | -2% | 31%[activator] | x | -11% | -1% | 1% | 12%

The list goes on.
[9] CCOc1ccc(NC(=S)Nc2cc(-c3ccccc3)[nH]n2)cc1
[10] CC(=O)N(C)c1ccc(NC(=O)Nc2ccc(Cl)cc2)cc1
[11] Cc1ccccc1NC(=O)NC1(C(=O)N2CCCC2)CCCCC1
[12] Cc1cc(C)c(OCC(=O)OC(C)C(=O)N2CCc3ccccc32)c(C)c1 (stereo not given)
[13] COc1ccccc1NS(=O)(=O)c1ccc2oc(SCc3ccc(F)cc3)nc2c1
[14] Cc1ccc(NC(=O)CN2C(=O)/C(=C3\SC(=S)N(C4CCS(=O)(=O)C4)C3=O)c3ccccc32)cc1 (stereo not given)
[15] COC(=O)c1cc2c(-c3ccccc3)c(C)c3ccccn3c-2c1C(=O)OC
[16] N#Cc1c(N)oc(-c2ccco2)c1-c1ccco1

entry no. | 9 | 10 | 11 | 12 | 13 | 14 | 15 | 16
HCV inh | -5% | -8% | 12% | 14% | 35µM* | 2% | u | u
Giardia FBPA inh | -2% | x | -2% | x | 0% | -10% | -19% | -27%
Sm TGR block | 0% | x | -1% | 0% | 1% | -12% | -2% | 35µM*
HCMV inh | -7 | 87 | 9 | -38 | -37 | -28 | -35 | 3
AmpC detergent | u | x | 2% | -7% | 1% | u | -2% | -8%
AMA1-RON2 inh | -17% | -2% | 7% | -14% | -12% | 10% | u | -10%

[17] C#CCN1C(=O)C(O)(CC(=O)c2ccc(OC)c(OC)c2)c2cc(Br)ccc21 (stereo not given)
[18] Cn1c(CNC(=O)c2ccc3c(c2)OCO3)nnc1SCC(=O)Nc1ccc(F)cc1F
[19] CCc1nn(CC(=O)NCCc2ccc(Cl)cc2)c(=O)c2cc3ccccc3n12
[20] Cc1ccc(C(=O)Nc2nc(=O)n(C)s2)cc1
[21] CCc1cc[n+](-c2nc([O-])sc2C=O)cc1
[22] Cc1cc(C(=S)N2CCOCC2)c(C)n1-c1ccc(F)cc1
[23] CC1CCCCN1C(=O)CCC(=O)Nc1nnc(C2CCCCC2)s1 (stereo not given)
[24] CCCc1cc(=O)[nH]c(SCC(=O)N(C)CC(=O)Nc2ccc(C)cc2)n1

entry no. | 17 | 18 | 19 | 20 | 21 | 22 | 23 | 24
HCV inh | x | 8% | x | 19% | -9% | -17% | 19% | -3%
Giardia FBPA inh | x | 0% | x | -24% | u | 1% | x | -6%
Sm TGR block | -12% | -2% | 0% | 3% | u | x | -2% | 9%[11.4 µM]
HCMV inh | -62* | -12 | 16 | 65 | 14 | -20 | -24 | 30
AmpC detergent | 4% | -4% | -6% | -11% | 6% | 3% | 1% | u
AMA1-RON2 inh | x | 6% | x | -9% | -3% | -2% | -5% | 6%

[25] CCc1nnc(NS(=O)(=O)c2ccc(NC(=O)c3ccc(Cl)cc3)cc2)s1
[26] Nc1ncn[nH]1
[27] CCCN(C(=O)CCNC(=O)Cn1cnc2ccccc2c1=O)c1cccc(Cl)c1
[28] O=C(/C=C/c1ccc2c(c1)OCO2)N1CCN(c2ccc(Cl)cc2)CC1
[29] O=C(Cc1ccc(Br)cc1)N1CCN(Cc2ccccc2)CC1
[30] CCC(C)N1C(=O)CN(C2CCCCCC2)C(=O)C1c1ccccc1F (stereo not given)
[31] CN=C1S/C(=C\c2ccc(O)c(Br)c2)C(=O)N1C
[32] CC(=O)O[C@H]1CCC2C3CC[C@H]4[C@@H](O)[C@H](O)CC[C@]4(C)C3CC[C@@]21C (stereo not given in full)

entry no. | 25 | 26 | 27 | 28 | 29 | 30 | 31 | 32
HCV inh | 24% | -5% | 3% | 24% | 15% | 19% | 5% | 2%
Giardia FBPA inh | 9% | -5% | 3% | 3% | 1% | 4% | -15% | x
Sm TGR block | 5% | x | -10% | 5% | -13% | -5% | 0% | x
HCMV inh | 0 | 6 | x | 19 | -1 | 2 | -12 | -3
AmpC detergent | u | x | 1% | 0% | 3% | 1% | 3% | x
AMA1-RON2 inh | -12% | 6% | -4% | -4% | 30% | -3% | -9% | 1%

[33] Cc1cccc2c(=O)cc(C)n(Cc3ccccc3)c12
[34] O=C(CN1C(=O)C2C3C=CC(C3)C2C1=O)N1CC(=O)N(CCc2ccccc2)C(=O)C1 (stereo not given)
[35] Cc1cc(C)n(Cc2ccc(C(=O)NCCC3=CCCCC3)o2)n1
[36] Cc1ccc(NC(=S)NC2CCN(Cc3ccccc3)CC2)c(C)c1
[37] O=C(Nc1cccc2ncccc12)C12CC3CC(CC(C3)C1)C2
[38] C(=N\Nc1nc2ccccc2[nH]1)/c1c[nH]c2ccccc12
[39] COC(=O)Nc1nc(-c2ccc(F)cc2)c(C)s1
[40] Cc1ccc(CC(=O)O/N=C(\N)c2ccccn2)cc1

entry no. | 33 | 34 | 35 | 36 | 37 | 38 | 39 | 40
HCV inh | u | 0% | -1% | u | 11% | u | u | 6%
Giardia FBPA inh | -4% | 2% | 3% | 4% | 4% | 1% | 0% | x
Sm TGR block | -2% | 0% | -5% | -16% | 0% | 1% | 6% | -9%
HCMV inh | 16 | 8 | -28 | u | 11 | 3 | u | 117
AmpC detergent | -1% | 2% | -4% | u | -14% | -23% | -10% | -5%
AMA1-RON2 inh | 2% | 2% | 1% | 2% | 4% | -17% | -16% | 95%[activator]

[41] CN1C(=O)C(CC(=O)Nc2ccc(F)cc2)N(Cc2cccs2)C1=S (stereo not given)
[42] COc1ccc(NC(=O)c2c(NC(=O)COc3ccc(Cl)cc3)sc3c2CCCCC3)cc1
[43] CCOc1ccc(C(=O)NCC(=O)NNC(=O)CN(C)S(=O)(=O)c2ccc(Cl)cc2)cc1
[44] NC(=O)COC(=O)c1cc(S(=O)(=O)N2CCN(c3ccccc3)CC2)ccc1Cl
[45] O=C(Cc1ccc(Cl)cc1)Nc1ccc2oc(-c3ccncc3)nc2c1
[46] COc1ccc2c(c1)OC1=C(C(=O)CCC1)C2C1=C(O)CCCC1=O (stereo not given)
[47] CNc1ccc(Br)cc(C(=O)/C=C/c2cccc(OC)c2)c1=O
[48] CN(C(=O)CCc1ccccc1F)C1CCCN(Cc2ccccc2F)C1 (stereo not given)

entry no. | 41 | 42 | 43 | 44 | 45 | 46 | 47 | 48
HCV inh | -1% | x | -5% | 11% | u | -7% | 11µM* | -17%
Giardia FBPA inh | -2% | x | x | 1% | 1% | -2% | u | 3%
Sm TGR block | -13% | -3% | -3% | -18% | -7% | 18µM* | 3.2µM* | -30%
HCMV inh | -22 | 30 | -11 | -3 | u | -21 | -85* | 14
AmpC detergent | 1% | 11% | -12% | -12% | -3% | -2% | -1% | -18%
AMA1-RON2 inh | 5% | x | 86%[activator] | -2% | -1% | -3% | -20% | -3%

[49] COc1ccccc1CNC(=O)C(NS(=O)(=O)c1cccc2nsnc12)C(C)C (stereo not given)
[50] Cc1ccc(Cl)c(OCC(O)CN(CCO)CCO)c1 (stereo not given)
[51] COc1cccc(CNC(=O)Cn2c(=O)ccc3cc(S(=O)(=O)N4CCCC4)ccc32)c1
[52] O=C1COc2ccc(S(=O)(=O)CCC(=O)N3CCN(c4cccc(C(F)(F)F)c4)CC3)cc2N1
[53] Cc1ccc(C)c(N(CC(=O)N2CCc3ccccc3C2)S(C)(=O)=O)c1
[54] C=CCn1c(O)c(C=NCCN(C)C)c(=O)[nH]c1=O
[55] O=C(NC1CCCC1)C(c1cccs1)N(Cc1ccco1)C(=O)Cn1nnc(-c2cccs2)n1 (stereo not given)
[56] CCOc1ccc(C2C(C(=O)c3ccc(C)o3)=C(O)C(=O)N2CCCN(CC)CC)cc1 (stereo not given)
[57] CC(N=c1ccccn1C(=O)Nc1ccc(F)cc1)c1ccco1 (stereo not given)

entry no. | 49 | 50 | 51 | 52 | 53 | 54 | 55 | 56 | 57
HCV inh | 4% | 12% | x | u | 13% | 10% | u | 12% | -17%
Giardia FBPA inh | 0% | 11% | x | x | x | 2% | -7% | -1% | 0%
Sm TGR block | 14% | 0% | 5% | -14% | x | -6% | -21% | 35µM* | -33%
HCMV inh | -4 | 1 | 13 | -68* | 24 | 63 | x | u | u
AmpC detergent | 2% | -3% | 4% | -3% | x | -2% | 4% | -4% | u
AMA1-RON2 inh | -1% | -11% | x | -8% | -2% | 6% | 0% | -3% | 0%
